Screening results: PubChem BioAssay, National Center for Advancing Translational Sciences (NCATS)
FEN1 inh – human FEN1 inhibition. 390,000 tested, 0.35% active. Recombinant FEN1 flap cleavage, fluorescence, 15 min. P39748. Potency, µM (titrated, usually from 114 µM), for inactives: top-dose activity change, negative = inhibition, usual class: inhibitors; note: nearly all actives have a fitted effect of over 65% in size
Target sequence (P39748 whole entry, looked up): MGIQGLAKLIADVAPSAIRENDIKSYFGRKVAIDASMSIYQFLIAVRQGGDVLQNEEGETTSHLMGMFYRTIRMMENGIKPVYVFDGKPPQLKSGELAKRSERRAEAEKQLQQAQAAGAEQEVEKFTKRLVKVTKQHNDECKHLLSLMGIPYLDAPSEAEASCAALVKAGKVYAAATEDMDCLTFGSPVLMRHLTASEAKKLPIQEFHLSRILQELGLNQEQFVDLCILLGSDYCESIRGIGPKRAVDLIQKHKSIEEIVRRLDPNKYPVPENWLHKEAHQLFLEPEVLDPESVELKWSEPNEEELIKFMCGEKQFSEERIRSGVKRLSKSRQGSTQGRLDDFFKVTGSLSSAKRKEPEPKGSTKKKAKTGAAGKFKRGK
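Potency values derive from four-parameter Hill fits of normalized qHTS data. The reaction used 10 nM FEN1 preincubated 15 min at room temperature with compound, then 50 nM DNA substrate, read at 0 and 15 min.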
N370S GC mod – N370S glucocerebrosidase modulation, Gaucher chaperone candidate. N370S GC spleen homogenate, 4MU-glucoside fluorescence. Potency, µM (doses to about 59.4 µM), without a hit: top-dose activity change, negative = inhibition, hits mostly inhibitors. 330,000 tested, 0.092% active. AID 2101;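 note: 0% = full enzyme activity and -100% = no enzyme basal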
KAT2A inh – inhibitors of human GCN5L2 histone acetyltransferase; Q92830; GCN5L2 HAT assay, ThioGlo1 CoA-SH fluorescence; Potency, µM (doses to about 58.9 µM), without a hit: at the top dose activity change, negative = inhibition, most hits filed as inhibitors; 390,000 tested, 0.21% active
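Fluorescence readout, Ex340nm/Em540nm: ThioGlo1 (50uM final) reacts with free CoA thiol released as 20nM GCN5L2 acetylates H3(1-25) peptide (75uM) using acetyl-CoA (70uM). Compound and enzyme sat 15 min beforehand; 20 min room-temperature reaction.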
* = called active by the depositor; ? = inconclusive; nt = not tested or not shown; & = joins results of further samples; [ ] = dose if it differs, or a comment. Calls come from the whole dose curve; as a rule, active = well fitted curve in the direction sought with a large enough effect; inconclusive = small, poorly fitted or top-dose-only effect, or another doubt; inactive = no such curve, though single readings can be large; an effect the other way counts as inactive or inconclusive. Unless noted, % is set by controls: 0 for no effect and ±100 for the full control effect; potency is the fitted concentration of half-maximal effect.

SMILES | FEN1 inh | N370S GC mod | KAT2A inh
CC1CCN(CCNC(=O)C2CCCN(c3ncnc4c3nc3n4CCCCC3)C2)CC1 (stereo not given) | 21% | -11% | 3%
COc1cccc(C2NC(CC(C)C)(C(=O)O)C3C(=O)N(Cc4ccccc4)C(=O)C23)c1O (stereo not given) | -2% | -2% | -7%
O=C(c1cc(COc2ccc(F)cc2Cl)on1)N1CCN(C2CCCCC2)C(=O)C1 | 2% | 0% | -4%
COC(=O)CSC1=C(C#N)C(=O)NC(c2ccccc2)S1 (stereo not given) | 0% | -7% | 35µM*
O=C(NC(=S)Nc1cccc(-c2ccc(CO)o2)c1)c1cccs1 | -8% | -9% | 8%
COc1cc(C2c3c([nH]c(=O)[nH]c3=O)Nc3ccc4ccccc4c32)cc(OC)c1OC (stereo not given) | 28µM* | 5% | -7%
Cc1ccc(NC(=O)c2ccc(S(=O)(=O)NCc3cccnc3)cc2)cc1C | -3% | -3% | -2%
Cc1cccc(Nc2nc(CC(=O)O)cs2)c1 | -2% | 7% | -7%
CC1(C)Cc2cccc(OCC(=O)Nc3ccccc3F)c2O1 | -14% | 7% | -8%
O=C(Nc1ccc(Cl)cc1)C1CCCN(C2=NS(=O)(=O)c3ccccc32)C1 (stereo not given) | 3% | nt | -7%
O=C1CCC(=O)N1c1cccc(-c2nc3ccccc3o2)c1 | 14% | 4% | -1%
O=C(c1c(Cl)nc2sccn12)N1CCCc2ccccc21 | 10% | -1% | -2%
OC(CN1CCOCC1)Cn1c2ccccc2c2ccccc21 (stereo not given) | -17% | -23% | 4%
COc1ccc(-c2noc(CCC(=O)N3CCN(c4ccccc4Br)CC3)n2)cc1 | -1% | nt | -6%
CN1CCc2c(sc3c2C(=O)NC(c2cccc(OC(=O)c4cccs4)c2)N3)C1 (stereo not given) | 2% | 1% | 0%
O=C(Cn1cnc2c(nnn2Cc2ccc(F)cc2)c1=O)Nc1ccc2c(c1)OCCO2 | -17% | -1% | -7%
COc1ccc(C(=O)c2coc3ccc(O)c(CN4CCOCC4)c23)cc1 | -17% | ? | -2%
Cc1ccccc1CNS(=O)(=O)c1c(C(=O)N2CCCC2)c(C)n(C)c1C | -20% | -3% | -4%
O=C(NCC(c1cccnc1)N1CCc2ccccc21)c1ccc(F)cc1 (stereo not given) | 4% | nt | -14%
CC(=O)c1cccc(NC(=O)NCCc2c[nH]c3ccccc23)c1 | 16% | 11% | 0%
COc1cc(/C=C(\C#N)C(=O)NCC2CCCO2)ccc1OCC(=O)O (stereo not given) | 4% | 1% | -7%
Cc1cc(S(=O)(=O)N2CCOCC2)c(C)s1 | -12% | 2% | 0%
O=C(Cc1csc(NC(=O)Nc2cccc(Cl)c2)n1)NCc1cccnc1 | 1% | -1% | -3%
COC(=O)c1ccc(NC(=O)c2ccc3c(c2)OCO3)cc1 | 2% | 4% | -4%
Cc1ccc(C2=NN(C(=S)Nc3ccccc3)C(c3ccco3)C2)cc1 (stereo not given) | -2% | 9% | -8%
Further entries
SMILES | FEN1 inh | N370S GC mod | KAT2A inh
CCOC(=O)[C@@H]1[C@H]2COc3ccccc3[C@@H]2N2C(=O)N(c3ccc(Cl)cc3)C(=O)[C@]12C | -17% | 0% | -1%
CCOC(=O)CC(NC(=O)CCc1c(C)nc2nc(C)nn2c1C)c1ccc(C)cc1 (stereo not given) | 0% | 1% | -10%
Cc1ccc(-n2nc3ccc(NC(=O)c4cccc([N+](=O)[O-])c4C)cc3n2)cc1 | 2% | 3% | 1%
Fc1ccc(NC(=S)NCc2cccnc2)cc1 | 9% | 0% | -7%
CCOC(=O)c1c(NC(=O)c2ccc(OCC)c(Br)c2)sc2c1CCCC2 | -14% | nt | 2%
COCCN(C(=O)C(C)C)c1nnc(-c2cccc(C)c2)s1 | 0% | 12% | -5%
Cc1ccc(NC2CCCN(C(=O)c3ccc(C)c(N4CCNC4=O)c3)C2)cc1C (stereo not given) | 0% | -9% | -5%
Cc1nc([N+](=O)[O-])c(C(=O)OCc2ccccc2Br)n1C | -4% | 15% | -7%
O=C(NNC(=O)c1cc(-c2ccc(Cl)cc2)nc2ccccc12)c1csc(N2CCOCC2)n1 | -2% | -6% | -11%
CC1CCN(C(=O)COC(=O)c2cccs2)CC1 | 2% | nt | -2%
CC(=O)Nc1cccc(NC(=O)c2ccc(C)c([N+](=O)[O-])c2)c1 | -13% | -8% | -2%
COc1cccc(-c2nnc(-c3ccccc3NC(=O)c3ccc(C(C)(C)C)cc3)o2)c1 | -3% | 1% | -7%
CCOc1ccccc1NC(=O)N1CCc2ccccc2C1 | -16% | 26% | -4%
COc1cccc(/C=C/c2ccc3cccc(O)c3n2)c1 | -3% | 1% | -3%
O=C(COC(=O)c1ccc2ncsc2c1)Nc1cc(Cl)ccc1F | 0% | 4% | -5%
COc1cc(/C=C/C(=O)OCC(=O)NCCc2ccc(S(N)(=O)=O)cc2)ccc1OCC#N | 15% | 1% | -24%
COC(=O)c1cc(NC(=O)CN2CCOCC2)cc(C(=O)OC)c1 | 2% | -4% | 1%
CCOC(=O)c1c(-c2ccc(C)o2)csc1NC(=O)CSc1ncn[nH]1 | -18% | 5% | -4%
CC[C@H](C)[C@H](NC(=O)[C@H](C)NC(=O)[C@H](CC(N)=O)NC(=O)[C@H](CCCCN)NC(=O)[C@H](Cc1ccccc1)NC(=O)[C@H](CC(C)C)NC(=O)[C@@H](NC(=O)[C@@H](NC(=O)[C@H](CC(C)C)NC(=O)[C@@H]1CCCN1C(=O)[C@@H](NC(=O)[C@H](CCC(N)=O)NC(=O)[C@H](CO)NC(=O)[C@H](CCCCN)NC(=O)[C@H](CCC(=O)O)NC(=O)[C@H](CO)NC(=O)[C@@H](NC(=O)[C@H](CCSC)NC(=O)[C@H](Cc1ccccc1)NC(=O)CNC(=O)CNC(=O)[C@@H](N)Cc1ccc(O)cc1)[C@@H](C)O)[C@@H](C)O)C(C)C)[C@@H](C)O)C(=O)N[C@H](C(=O)N[C@@H](CCCCN)C(=O)N[C@@H](CC(N)=O)C(=O)N[C@@H](C)C(=O)N[C@@H](Cc1ccc(O)cc1)C(=O)N[C@@H](CCCCN)C(=O)N[C@@H](CCCCN)C(=O)NCC(=O)N[C@@H](CCC(=O)O)C(=O)O)[C@@H](C)CC | nt | 1%&3% | 40%&-8%[activator]
Cc1ccccc1-c1noc(-c2ccc(N3CCOCC3)c([N+](=O)[O-])c2)n1 | 1% | nt | -5%
COc1ccc(CCCC(=O)Nc2cc(C)ccc2OC)cc1 | -3% | 2% | -7%
O=C1NC(Cc2c[nH]c3ccccc23)C(=O)N1Cc1ccc(CN2C(=O)NC(Cc3c[nH]c4ccccc34)C2=O)cc1 (stereo not given) | 1% | -1% | 1%
COc1ccc(S(=O)(=O)N2CCC(C(=O)NC3CCCCC3)CC2)cc1C | 8% | -15% | -5%
Cc1ccc(C#N)c(SCC(=O)Nc2nccs2)n1 | -26% | 3% | -5%
COC(=O)c1cc(=O)n(Cc2cccs2)c(=Nc2ccccc2)s1 | -1% | 9% | -11%
(listing goes on)
SMILES | FEN1 inh | N370S GC mod | KAT2A inh
Cc1ccccc1-c1nc(CN2CCC(C(=O)N3CCN(c4ccccn4)CC3)CC2)c(C)o1 | -2% | 2% | 1%
CC1(c2ccccc2)NC(=O)N(CC(=O)N2CC(=O)Nc3ccccc32)C1=O (stereo not given) | -4% | nt | -1%
CCCCN(C(=O)c1ccc(-c2ccc(Cl)cc2)o1)c1c(N)n(CC(C)C)c(=O)[nH]c1=O | -6% | nt | 2%
COc1cccc(C(=O)NCc2ccc3c(c2)cc(C)n3C)c1 | -21% | -3% | 0%
COc1ccc(OC)c([C@@H]2Nc3ccc(C(=O)O)cc3[C@@H]3C=CC[C@@H]32)c1 | -20% | nt | -5%
Cc1c(C(=O)/C=C/N(C)C)nnn1-c1ccc(Cl)cc1C#N | 10% | -10% | -7%
C/C(=N\NC(=O)c1cc(C)[nH]n1)c1cccs1 | 1% | -4% | -5%
COc1ccccc1NC(=O)NNC(=O)CN1C(=O)COc2ccccc21 | -5% | -2% | -1%
Clc1ccc(Cn2ccc3ccccc32)cn1 | 4%&-13% | -9% | -8%
CCN(CCCNS(=O)(=O)c1cc(-c2cc(C)no2)ccc1C)Cc1ccccc1 | 2% | -27% | -4%
C=CC[C@@H](Cc1ccc(F)cc1)C(=O)OC[C@@H]1CCCN1C(=O)[C@@H](CC=C)CC(=O)N(CCO)Cc1ccccc1 | ? | nt | -5%
Cc1ccc(N2CCN(/N=C/c3sccc3C)CC2)cc1 | 1% | 2% | 2%
COc1cccc(-c2nnn(C/C(N)=N/O)n2)c1 | -1% | 9% | -4%
CSc1ncccc1C(=O)OCC(=O)N(CC(C)C)c1c(N)n(Cc2ccccc2)c(=O)[nH]c1=O | -2% | 1% | 0%
COc1ccc(/C=C/C2=NN(Cc3ccccc3)C(=O)CC2)cc1 | 1% | -27% | -13%
Cc1scc(C(=O)N/N=C/c2ccsc2)c1C | -8% | 23% | 2%
O=C(NCc1ccccn1)c1cc(S(=O)(=O)N2CCN(c3ccccc3)CC2)ccc1Cl | -14% | -4%[2.35 µM] | -3%
CCCC(=O)Nc1ccc(Cl)c(NC(=S)NC(=O)c2ccco2)c1 | -6% | -2% | 1%
CSc1ccccc1NC(=O)c1onc(C)c1Cl | -2% | 0% | -8%
COc1ccc(Br)cc1C(=O)NCc1cccnc1 | -5% | 10% | -3%
CCc1cccc(CC)c1NC(=O)CO/N=C(\C)c1cccs1 | 1% | 5% | 0%
COc1cccc(OC)c1C(=O)OCC(=O)Nc1ccc(OC(F)(F)F)cc1 | -20% | 11% | -2%

Quoted from the entries so far, 20 compounds:
SMILES | FEN1 inh | N370S GC mod | KAT2A inh
CCCCN(C(=O)c1ccc(-c2ccc(Cl)cc2)o1)c1c(N)n(CC(C)C)c(=O)[nH]c1=O | -6% | nt | 2%
COc1cccc(C(=O)NCc2ccc3c(c2)cc(C)n3C)c1 | -21% | -3% | 0%
COc1ccc(OC)c([C@@H]2Nc3ccc(C(=O)O)cc3[C@@H]3C=CC[C@@H]32)c1 | -20% | nt | -5%
Cc1c(C(=O)/C=C/N(C)C)nnn1-c1ccc(Cl)cc1C#N | 10% | -10% | -7%
C/C(=N\NC(=O)c1cc(C)[nH]n1)c1cccs1 | 1% | -4% | -5%
COc1ccccc1NC(=O)NNC(=O)CN1C(=O)COc2ccccc21 | -5% | -2% | -1%
Clc1ccc(Cn2ccc3ccccc32)cn1 | 4%&-13% | -9% | -8%
CCN(CCCNS(=O)(=O)c1cc(-c2cc(C)no2)ccc1C)Cc1ccccc1 | 2% | -27% | -4%
C=CC[C@@H](Cc1ccc(F)cc1)C(=O)OC[C@@H]1CCCN1C(=O)[C@@H](CC=C)CC(=O)N(CCO)Cc1ccccc1 | ? | nt | -5%
Cc1ccc(N2CCN(/N=C/c3sccc3C)CC2)cc1 | 1% | 2% | 2%
COc1cccc(-c2nnn(C/C(N)=N/O)n2)c1 | -1% | 9% | -4%
CSc1ncccc1C(=O)OCC(=O)N(CC(C)C)c1c(N)n(Cc2ccccc2)c(=O)[nH]c1=O | -2% | 1% | 0%
COc1ccc(/C=C/C2=NN(Cc3ccccc3)C(=O)CC2)cc1 | 1% | -27% | -13%
Cc1scc(C(=O)N/N=C/c2ccsc2)c1C | -8% | 23% | 2%
O=C(NCc1ccccn1)c1cc(S(=O)(=O)N2CCN(c3ccccc3)CC2)ccc1Cl | -14% | -4%[2.35 µM] | -3%
CCCC(=O)Nc1ccc(Cl)c(NC(=S)NC(=O)c2ccco2)c1 | -6% | -2% | 1%
CSc1ccccc1NC(=O)c1onc(C)c1Cl | -2% | 0% | -8%
COc1ccc(Br)cc1C(=O)NCc1cccnc1 | -5% | 10% | -3%
CCc1cccc(CC)c1NC(=O)CO/N=C(\C)c1cccs1 | 1% | 5% | 0%
COc1cccc(OC)c1C(=O)OCC(=O)Nc1ccc(OC(F)(F)F)cc1 | -20% | 11% | -2%

Not all compounds are listed, so the mix of outcomes need not match the whole.
